GLP1R inv ag: qHTS of GLP-1 Receptor Inverse Agonists (Inhibition Mode). Glucagon-like peptide 1 receptor (Homo sapiens), P43220. HEK293 GLP-1R CRE-luciferase, luminescence, 24 h; GLP-1R form is constitutively active. Potency, µM (series often up to 38.3 µM), without a hit: at the top dose activity change, negative = inhibition, usual class: inhibitors. actives 1.6% (n = 410,000). AID 624417, 2012; further: potency means the concentration at half of the fitted maximal effect; on the % scale 0 is the no-effect control and ±100 the full control effect; nearly all actives have a fitted effect of over 55% in size
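Constitutively active GLP-1R drives a cAMP-responsive luciferase in stably transfected HEK293 cells; test compounds are added after overnight (12 h) attachment and left 24 hr, and signal loss in luminescence marks inhibition.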
PLK1 PBD block: qHTS for Inhibitors of PLK1-PDB (polo-like kinase 1 - polo-box domain): Primary Screen. Serine/threonine-protein kinase PLK1 (Homo sapiens), P53350. Plk1 PBD binding of FITC phosphopeptide, fluorescence polarization. Potency, µM, without a hit: max response, negative = inhibition, usual class: inhibitors. actives 2.8% (n = 360,000); further: potency means the concentration at half of the fitted maximal effect; series mostly up to about 57 µM; on the % scale 0 is the no-effect control and ±100 the full control effect; nearly all actives have a fitted effect of over 65% in size
PI5P4K alpha inh: qHTS for Inhibitors of phosphatidylinositol 5-phosphate 4-kinase (PI5P4K); PI5P4Kalpha enzyme, ADP-Glo luminescence, 60 min; stronger effect = lower value; max response, %; actives 1.2% (n = 330,000); active means max response of -50% or lower; inconclusive means between -30% and -50%; inactive means -30% or higher; further: value at the top dose of about 77 µM; on the % scale 0 is the no-effect control and ±100 the full control effect
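Quantitative HTS of the MLSMR library against PI5P4Kalpha with substrate. ATP added last at 5 microM final; room temperature, 60 minutes. Remaining ATP depleted, ADP converted and read as luminescence.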
HEK293 tox: qHTS of GLP-1 Receptor Inverse Agonists: Cytotox Screen; HEK293 cAMP-luciferase reporter cells, luminescence, 24 h; actives 0.13% (n = 410,000); Potency, µM (doses to about 38.3 µM), for inactives: at the highest dose activity change, negative = inhibition, hits mostly inhibitors;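 further: loss of luciferase light is scored as toxicity; potency means the concentration at half of the fitted maximal effect; on the % scale 0 is the no-effect control and ±100 the full control effect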
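1536-well qHTS counterscreen of the MLSMR; 200 cells/uL, 12 h pre-incubation, 23 nL cpd, 24 h at 37 deg C 5% CO2, luciferase detection reagent, 12 min RT, luminescence. Inhibition = undesired.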
GLP-1R agonist: qHTS of GLP-1 Receptor Agonists; Glucagon-like peptide 1 receptor (Homo sapiens), P43220; Potency, µM (top dose mostly 45.6 µM), without a hit: at the highest dose activation, most hits filed as activators; HEK293 GLP-1R CRE-luciferase, luminescence, 4-6 h; cells express a hypersensitive GLP-1R form; actives 0.007% (n = 380,000); AID 624172, 2012; further: potency means the concentration at half of the fitted maximal effect; % of control where 0% means no effect
WRN helicase inh: qHTS for Inhibitors of WRN Helicase. WRN helicase unwinding, fluorescent forked duplex, kinetic. Potency, µM (doses to about 114 µM), without a hit: at the top dose activity change, negative = inhibition, usual class: inhibitors. actives 0.46% (n = 360,000). AID 651768, 2012; further: potency means the concentration at half of the fitted maximal effect; on the % scale 0 is the no-effect control and ±100 the full control effect; nearly all actives have a fitted effect of over 55% in size
Target sequence (Q14191 whole entry, looked up): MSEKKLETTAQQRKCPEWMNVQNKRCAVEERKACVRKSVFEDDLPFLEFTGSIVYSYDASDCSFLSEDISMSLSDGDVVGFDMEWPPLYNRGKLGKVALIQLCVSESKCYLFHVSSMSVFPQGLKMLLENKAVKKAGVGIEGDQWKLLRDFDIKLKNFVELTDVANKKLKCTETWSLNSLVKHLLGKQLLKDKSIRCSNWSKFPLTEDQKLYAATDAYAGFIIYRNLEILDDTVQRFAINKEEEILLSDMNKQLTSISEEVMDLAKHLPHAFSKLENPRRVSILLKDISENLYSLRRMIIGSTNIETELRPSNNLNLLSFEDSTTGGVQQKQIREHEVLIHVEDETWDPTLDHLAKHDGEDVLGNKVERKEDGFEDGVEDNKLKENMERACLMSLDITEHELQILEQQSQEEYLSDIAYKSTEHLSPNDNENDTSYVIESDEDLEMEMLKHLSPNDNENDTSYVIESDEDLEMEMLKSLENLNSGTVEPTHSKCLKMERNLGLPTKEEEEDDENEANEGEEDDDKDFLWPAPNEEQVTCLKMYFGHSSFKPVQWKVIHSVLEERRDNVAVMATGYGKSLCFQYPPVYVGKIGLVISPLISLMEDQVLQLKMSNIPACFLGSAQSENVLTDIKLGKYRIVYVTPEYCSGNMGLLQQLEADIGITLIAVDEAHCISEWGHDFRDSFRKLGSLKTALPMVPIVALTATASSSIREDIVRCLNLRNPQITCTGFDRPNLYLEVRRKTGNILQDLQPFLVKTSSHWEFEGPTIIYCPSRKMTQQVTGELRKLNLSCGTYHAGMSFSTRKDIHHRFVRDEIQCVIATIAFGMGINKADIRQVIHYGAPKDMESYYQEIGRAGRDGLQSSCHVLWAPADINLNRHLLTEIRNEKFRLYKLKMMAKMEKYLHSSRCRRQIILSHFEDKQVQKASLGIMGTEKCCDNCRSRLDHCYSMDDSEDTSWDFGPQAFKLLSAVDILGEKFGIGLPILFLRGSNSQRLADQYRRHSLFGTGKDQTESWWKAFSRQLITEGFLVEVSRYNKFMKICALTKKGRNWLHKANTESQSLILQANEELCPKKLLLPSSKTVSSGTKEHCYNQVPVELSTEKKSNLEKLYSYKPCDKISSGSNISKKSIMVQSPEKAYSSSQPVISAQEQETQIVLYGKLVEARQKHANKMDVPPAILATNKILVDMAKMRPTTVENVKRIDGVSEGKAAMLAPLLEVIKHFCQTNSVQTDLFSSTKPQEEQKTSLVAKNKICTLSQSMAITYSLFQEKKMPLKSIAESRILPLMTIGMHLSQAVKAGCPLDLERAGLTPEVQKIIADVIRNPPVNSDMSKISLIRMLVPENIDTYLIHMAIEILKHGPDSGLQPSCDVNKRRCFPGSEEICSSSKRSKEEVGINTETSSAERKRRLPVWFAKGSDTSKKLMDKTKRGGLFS
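Kinetic red-fluorescence monitoring (525/598 nm) tracks WRN helicase activity after 100 nM fluorophore-quencher forked duplex and 2 mM ATP are added to 20 nM enzyme pretreated 15 min at room temperature with compound.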
DRD3 antagonist: qHTS of D3 Dopamine Receptor Antagonist: qHTS | actives 2.5% (n = 360,000) | D(3) dopamine receptor (Homo sapiens), P35462 | AID 652054, 2013 | D3R cells, DiscoveRx beta-arrestin luminescence, antagonist mode; stronger effect = lower value | max response, negative = inhibition, %; in the data active means max response below about -50%; inconclusive means no clear call, values can overlap the other calls; further: on the % scale 0 is the no-effect control and ±100 the full control effect; mostly tested at two doses, the higher about 12 µM
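Cells plated overnight at 1500 cells/well, then exposed to library compounds with dopamine controls for 90 minutes at 37 degrees C. DiscoveRx reagent added for 30–60 minutes at room temperature; luminescence read, quantitative HTS format.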
IL2 activator: qHTS of IL-2 Activators. IL-2 activation reporter assay, cell-based qHTS; stimulated with anti-CD3/CD4/CD28 beads; in transgenic mouse T cells. activation, % (series mostly up to about 46 µM). actives 0.065% (n = 360,000). AID 652025, 2013; in the data active means activation above about 50%; inconclusive means mostly about 30% to 49%; further: 0% is about no effect
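Unstimulated transgenic mouse T cells; 60-min compound exposure; bead-based TCR/CD4/CD28 stimulation; 18 h culture, 37 degrees C; dual fluorescence (EGFP, DsRed) plate cytometry.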
D3 ag: qHTS of D3 Dopamine Receptor Agonist: qHTS; max activation, %; actives 0.58% (n = 410,000); D3R DiscoveRx beta-arrestin cells, luminescence, 90 min; AID 652048, 2013; D(3) dopamine receptor (Homo sapiens), P35462; in the data active means max activation above about 30%; further: 0% is about no effect; mostly tested at two doses, the higher about 12 µM
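Cells at 1500/well, incubated overnight, then treated with pinned compounds (dopamine as control) for 90 min at 37 degrees C. DiscoveRx reagent added for 30 - 60 minutes at room temperature; luminescence read.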
* marks the source's active call; other numbers are inactive results; ? = inconclusive; nt = no result given; & = joins results of further samples; [ ] = remark or other dose. Unless noted, the call rests on the fitted dose curve; in most records, active means well fitted curve in the direction sought with a large enough effect; inconclusive means small, poorly fitted or top-dose-only effect, or another doubt; inactive means no such curve, though single readings can be large; an effect the other way counts as inactive or inconclusive. Only part of the results is shown; count on the stated rates, not on these rows.

nr	Structure	GLP1R inv ag	PLK1 PBD block	PI5P4K alpha inh	HEK293 tox	GLP-1R agonist	WRN helicase inh	DRD3 antagonist	IL2 activator	D3 ag
1	CN(C)/C=C/C(=O)C(Cl)(Cl)Cl	7%	-8%	-5	-4%	9%	-4%	12	0.2	13
2	CC[N+]1(C)CCCC(OC(=O)C(O)(c2ccccc2)c2ccccc2)C1 (centres undefined)	10%	-28%	4	16%	0%&1%	-6%	6	0.3	4&-8
3	CCOP(=O)(Cc1ccccc1)OCC	25%	2%	-11	1%	7%	11%	0	0.6	-13
4	Brc1ccccc1Cn1c(-c2cncs2)nc2ccccc21	?	-1%	3	-4%	0%	-7%	24	-0.5	4
5	O=P(C(=Nc1ccc(Cl)cc1)N1CCOCC1)(N1CCOCC1)N1CCOCC1	2%	-5%	0	-7%	-2%	4%	-12	-3.2	-2
6	CCCc1c(C)nc(-c2ccc(C)cc2)nc1OC(=O)N(C)C	?	-4%	1	5%	17%	-5%	-10	-3.7	3
7	COc1ccc(C(=O)CN2CCOCC2)cc1F	0%	-10%	-3	-3%	-8%	-13%	12	-2.0	8
8	CCOC(=O)c1[nH]c(C)c(C(=O)N2CCC3(CC2)OCCO3)c1C	0%	-5%	nt	10%	-10%	4%	-15	-1.1	0
9	c1ccc(SSc2ccccc2)cc1	1%	1.1µM*	-5	-3%	-4%	8%	11	-0.5	16
10	COC(=O)C1=C(c2cccc(OCc3ccccc3)c2)C[C@@H]2CC[C@H]1N2C(=O)NCCN1CCOCC1	-9%	-4%	-6	0%	-3%	-3%	0	-3.4	-2
11	CCOc1ccc(N=Cc2c(O)n(CCc3ccc(OC)c(OC)c3)c(=O)[nH]c2=O)cc1	9%	8%	-3	23%	0%	1%	0	-3.9	8
12	Clc1ccccc1C1NCc2ccccc2-n2cccc21 (centres undefined)	?	-14%	0	-1%	0%	-6%	11	-0.5	-3
13	C=CCn1c(O)c(C(CC)=NCCc2ccccc2)c(=O)[nH]c1=O	0%	-6%	-5	-7%	27%	-2%	6	0.2	0
14	COc1ccc(-c2ccc3n2Cc2cnnn2-c2ccccc2-3)cc1	0%	-6%	-4	-6%	-1%	-1%	33	-0.4	11
15	Nc1c(C(=O)NCc2ccco2)c2nc3ccccc3nc2n1CCN1CCOCC1	-6%	-8%	nt	253%[activator]	17%	-26%	-29	-3.1	-16
16	CCC1Nc2ncnc(N3CCN(c4ccccn4)CC3)c2N(Cc2ccc(Br)cc2)C1=O (centres undefined)	?	-17%	-7	-20%	-4%	0%	-142*	-0.2	-96
17	Cc1nonc1OCCNCCNc1ccc([N+](=O)[O-])c2cccnc12	12%	-2%	11	-9%	11%	-3%	-63*	-0.5	-12
18	S=P(Nn1cnnc1)(c1ccc(Br)cc1)c1ccc(Br)cc1	-20%[7.66 µM]	-10%	-10	7%[7.66 µM]	5%	-3%	2	-0.2	4
19	CCOc1cccc(N2C(=O)/C(=C/c3ccco3)C(=O)NC2=S)c1	-11%	12µM*	-93*	-6%	-7%	35µM*	-7	-1.7	-3
20	Cc1cc(/C=C2\C(=O)NC(=O)N(c3ccccc3F)C2=O)c(C)n1-c1cc(C(=O)O)cc(C(=O)O)c1	-11%	?	-78*	4%	-6%	40µM*	-12	-0.4	1

A draw from above in order of formula weight, ascending.
nr	Structure	GLP1R inv ag	PLK1 PBD block	PI5P4K alpha inh	HEK293 tox	GLP-1R agonist	WRN helicase inh	DRD3 antagonist	IL2 activator	D3 ag
7	COc1ccc(C(=O)CN2CCOCC2)cc1F	0%	-10%	-3	-3%	-8%	-13%	12	-2.0	8
8	CCOC(=O)c1[nH]c(C)c(C(=O)N2CCC3(CC2)OCCO3)c1C	0%	-5%	nt	10%	-10%	4%	-15	-1.1	0
11	CCOc1ccc(N=Cc2c(O)n(CCc3ccc(OC)c(OC)c3)c(=O)[nH]c2=O)cc1	9%	8%	-3	23%	0%	1%	0	-3.9	8

The listing continues:
nr	Structure	GLP1R inv ag	PLK1 PBD block	PI5P4K alpha inh	HEK293 tox	GLP-1R agonist	WRN helicase inh	DRD3 antagonist	IL2 activator	D3 ag
21	CCCCCc1nc2ccccc2c(=O)n1-c1ccc(C)cc1	3%	nt	nt	4%	0%	nt	nt	nt	5
22	CCN(CC)C(=O)c1ccc(NC(=O)c2cn(-c3ccccc3)nc2-c2ccc(OC)cc2)cc1	4.5µM*	5%	-3	3%	9%	-28%	-5	-4.6	1
23	Cc1ccc(-c2[nH]nc(N)c2N=Nc2cccc(Cl)c2C)cc1	?	0%	44	?	-27%	-3%	3	-0.1	2
24	C=CCn1c(O)c(C(C)=Nc2ccc(NC(C)=O)cc2)c(=O)[nH]c1=O	23%	-8%	0	0%	-6%	-5%	-17	-0.4	-5
25	CC1CCCN(CC(=O)N2CCCc3ccccc32)C1 (centres undefined)	39%[activator]	-6%	nt	7%	0%	89%[activator]	-57*	1.5	-35
26	COP(=O)(CN(Cc1ccccc1)C(=S)Nc1c(C)cccc1C)OC	5%	-13%	-10	34%[activator]	0%	-25%	5	-1.4	-7
27	O=c1c2ccccc2nc(-c2ccccc2)n1-c1cccnc1	-6%	-2%	0	-25%	0%	2%	8	-2.0	-3
28	O=C1NCN(c2ccccc2)C12CCN(C(c1nnnn1-c1ccc3c(c1)OCCO3)C1CC1)CC2 (centres undefined)	-2%	4%	0	0%	8%	-1%	-20	0.3	-2
29	Cc1ccccc1NC1(C#N)CCCCC1	7%	1%	0	6%	-2%	10%	5	0.8	-5
30	COc1ccc(CCn2c(O)c(C=NCc3ccc4c(c3)OCO4)c(=O)[nH]c2=O)cc1OC	-7%	12%	-10	-6%	1%	-11%	34	-1.7	5
31	COc1cc(OC)nc(Nc2nc(C(N)COCc3ccccc3)cs2)n1 (centres undefined)	-25%	-3%	-8	?	0%	-6%	-74*	-0.7	-6
32	Cc1nc2ccccc2c(=O)n1-c1ccccc1[N+](=O)[O-]	4%	-12%	-6	-4%	6%	4%	-9	-1.5	0
33	CN1C[C@H]2CON(C)[C@H]2C[C@H]1c1cccc(Br)c1	-3%	-2%	-2	2%	-6%	3%	1	0.5	2
34	Nc1nc(F)nc2c1ncn2[C@@H]1O[C@H](CO)[C@@H](O)[C@H]1O	2µM*	-8%	6	?	2%&-9%	1%	16	-0.2	11
35	COOCC1(C(=O)OC)C[C@H](c2ccc(OC)cc2)N(Cc2ccccc2OC)[C@@H]1c1ccccc1C (some centres undefined)	?	3%	13	-8%	nt	-4%	6	-0.7	1
36	CC(C)c1ccc(N2C(=O)NC(=O)/C(=C\C=C\c3ccco3)C2=O)cc1	?	?	-69*	?	12%	?	-15	0.4	1
37	CCCCC(=O)N/N=C/c1c(O)n(Cc2ccco2)c(=O)[nH]c1=O	-1%	-28%	?	-10%	-14%	-27%	-14	-0.4	-3
38	CC(C)(C)N1C(=O)NC(=O)/C(=C\c2ccc3c(c2)CCN3CCCCl)C1=O	14%	?	?	1%	-1%	-26%[57.1 µM]	?	-0.1	-16
39	Cc1ccccc1NC(=O)NCCN1CC1	1%	-6%	1	1%	0%	-9%	0	1.0	4
40	Cc1ccc(-n2c(O)c(/C=N/Nc3ccccc3)c(=O)[nH]c2=O)cc1C	?	-22%	-5	?	5%	-30%	-13	0.2	-2
41	Nc1c(C(=O)N/N=C/c2cccnc2)oc2nc(-c3ccco3)cc(-c3ccco3)c12	12%	-6%	-12	80%[activator]	8%	-28%	43	3.2	10
42	Cc1ccc(C=C2C(Cl)=C(Cl)C(Cl)=C2Cl)cc1	-1%	12µM*	?	-7%	-5%	45µM*	6	-6.0	19
43	O=C(c1ccc2nc3ccc(Cl)cc3c(=O)n2c1)N1CCC2(CC1)OCCO2	0%	-4%	nt	1%	-6%	10%	-12	-2.3	10
44	CN1CCN(c2cc(N3CCc4ccccc4C3)c(F)cc2[N+](=O)[O-])CC1	?	-2%	8	?	0%	-7%	-61*	-1.6	-22
45	S=C(c1ccc(Cl)cc1)N1CCOCC1	-4%	28µM*	nt	-11%	-12%	2%	-7	-0.5	5
46	CCOC(=O)[C@]12Cc3cc(C)ccc3[C@H]1N(CCC(=O)OC)C(=O)c1ccccc12	?	8.4µM*	-1	?	-22%	2%	-18	-1.2	-8
47	O=C1C2(c3ccccc3)CN3CN(C2)CC1(c1ccccc1)C3	6%	-4%	nt	2%	-5%	-2%	4	0.8	10
48	COC(=O)C(O)(c1ccc(N=Cc2ccccc2O)c(C)c1)C(F)(F)F (centres undefined)	13%	0%	-5	-1%	1%	3%	11	-3.7	2
49	CC(=O)OC1N=C(c2ccccc2)c2cc(Br)ccc2NC1=O (centres undefined)	5%	0%	-1	15%	20%	-7%	25	1.2	5
50	Cc1cc(C(=O)NP(=O)(N2CCOCC2)N2CCOCC2)c(C)n1C1CC1	16%	4%	0	0%	-2%	-5%	1	-0.6	1
51	ClCCOCOCCCl	0%	0%	3	3%	-2%	8%	24	-0.2	-2
52	Cc1cc(OCC(=O)N[C@@H](Cc2ccccc2)C(=O)O)c2c3c(c(=O)oc2c1)CCC3	-4%	3%	-2	-7%	-6%	-1%	10	-0.6	2
53	COC(=O)C1=C(c2ccc(OC(F)(F)F)cc2)C[C@@H]2CC[C@H]1N2C(=O)N1CCC(O)CC1	-19%	-7%	-1	4%	2%	8%	1	0.0	4
54	N#Cc1c(Cl)nc(Cl)c2c1CCN(Cc1ccccc1)C2	-27%	-14%	-3	10%	0%	-4%	-17	0.0	5
55	O=P(OC1=CCCCC1)(c1ccccc1)c1ccccc1	-27%	1%	1	-1%	5%	4%	16	-0.5	7
56	O=C1c2ccccc2C(=O)N1Cc1nc2ccccc2c(=O)n1-c1ccccn1	17%	1%	0	-2%	2%	-8%	57	-0.7	4
57	COc1ccc(CCNC(=O)CCn2c(=O)c3ccccc3n(Cc3ccc(Cl)cc3)c2=O)cc1OC	49%[activator]	nt	nt	7%	1%	nt	nt	nt	0

Bioassay records from PubChem.
